# KCNQ2 block: KCNQ2 channel blockers in CHO-K1 cells – cell-based, FluxOR thallium flux, B-score, primary screen (AID 2156); O88943; 20 min; stronger effect = lower value; B-score at 10 µM; 310,000 tested, 1.1% active;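 active means fluorescence ratio B-score at most minus 3 library SDs, with starting brightness B-score within 2 library SDs, cut at about -5.5 in these data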
# STK33 inh: blocks human STK33 kinase activity; purified STK33, MBP phosphorylation, ADP-Glo luminescence; inhibition, % at 10 µM; 320,000 tested, 0.073% active;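 active means inhibition at or above 25%, using the most active replicate where run in duplicate; inactive means inhibition below 25%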
# Kir21 block: inhibitors of mouse Kir2.1 inward-rectifier potassium channel. 310,000 tested, 0.85% active. P35561. AID 1672. HEK293-Kir2.1, FluxOR thallium flux fluorescence; stronger effect = lower value. B-score at 10 µM;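 active means fluorescence ratio B-score at or below minus 3 SD of library scores, with starting-brightness B-score within 2 SD, cut at about -4.2 in these data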;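 further: channel flux triggered by added potassium and thallium sulfate stimulus; B-score of peak minus minimum fluorescence over baseline after thallium stimulus; more negative B-score means stronger Kir2.1 block with less thallium influx; some compounds called inactive have numbers as strong as hits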
# Starred values were filed as active, the others as inactive; i = inactive.
# Results follow in this order: KCNQ2 block | STK33 inh | Kir21 block
- COc1cc(NC(=O)c2cc(S(=O)(=O)N3CCc4ccccc43)cn2C)cc(OC)c1OC
    i | -2.6 | -0.01
- CC1(C)SC2c3ccccc3C(=O)N2[C@@H]1C(=O)O (some centres not stated)
    i | -2.5 | 1.51
- COc1ccc(N2CCC(CNC(=O)Nc3ccc(Cl)cc3)C2)cc1 (configuration not stated)
    i | -1.8 | -0.24
- O=C(COC(=O)CNC(=O)c1ccccc1F)Nc1ccc2c(c1)OCCO2
    i | -5.4 | 0.16
- COC(=O)c1cccc(-n2c(C)cc(C=O)c2C)c1
    i | -1.3 | -0.12
- COc1cc(/C=N/NC(=O)c2ccc(O)cc2)ccc1OCC(=O)Nc1cccc([N+](=O)[O-])c1
    i | 0.1 | 0.34
- COc1ccccc1CNC(=O)c1cccc(S(=O)(=O)N2CCN(C)CC2)c1
    i | -0.4 | 0.59
- O=C(NC1CC1)c1ccc2c(c1)N(Cc1ccc(Cl)cc1)CCS2
    i | -3.5 | 1.65
- O=C(NCCCn1ccnc1)c1ccc(OCC(F)(F)F)cc1
    i | -0.3 | -0.43
- CCn1c(C(=O)NCCCN2CCc3ccccc3C2)cc2sccc21
    i | -0.2 | -2.41
- CCc1nc2ccccc2n1CC(C)C(=O)O (configuration not stated)
    i | -1.5 | 0.06
- CN(C)/C=C/c1[nH]c(=O)[nH]c(=O)c1[N+](=O)[O-]
    i | -0.5 | 0.05
- N#Cc1ccc(N2CCN(C(=O)c3cccc(F)c3)CC2)c(F)c1
    i | -2.2 | 0.02
- Cc1ccc(OCCN(C)C(=O)C2CCC(=O)N(Cc3ccccc3F)C2)cc1 (configuration not stated)
    i | -1.5 | -1.08
- Cc1[nH]n(-c2ccccc2)c(=O)c1/C=N/NC(=O)c1ccc(O)cc1O
    i | 2.1 | -0.77
- O=C(Oc1ccc(/C=N/NC(=O)c2ccccc2F)cc1)c1ccccc1
    i | -0.4 | -2.19
- ClC(=C\c1ccccc1)/C=N/N1CCN(c2ccccn2)CC1
    i | -0.4 | 0.59
- O=C(c1cc(-c2ccco2)on1)N1CCN(C(c2ccccc2)c2ccccc2)CC1
    -7.67* | -1.8 | -1.05
- COC(=O)c1ccc(NC(=S)NC(=O)c2cccnc2)cc1
    i | 0.5 | 0.73
- O=C(Nc1ccccc1Cc1ccccc1)c1oc2ccccc2c1COc1ccccc1
    i | -1.4 | 2.71
- Nc1cc(C2CCCC2)nn1-c1ccccc1
    i | -0.4 | -1.94
- Cc1c(Cl)cccc1N=Cc1ccc([N+](=O)[O-])s1
    i | -0.3 | -0.41
- COc1ccc(N2CCN(S(=O)(=O)c3ccc(OC)c(C(=O)N4CCCCC4)c3)CC2)cc1
    i | -0.3 | 0
- CCOc1ccc(C(=O)N2CCN=C2SC)cc1OCC
    i | 0.8 | 0.46
- COc1cccc(C2c3c(oc4ccccc4c3=O)C(=O)N2CCCN2CCOCC2)c1 (configuration not stated)
    i | -0.5 | -0.59
- COc1ccc(CCNC(=O)CSc2nnc(-c3ccco3)c(-c3ccco3)n2)cc1OC
    i | 0.5 | -0.57
- CCN(CC)c1nc(Nc2ccccc2)nc(Oc2ccc(=O)[nH]n2)n1
    i | 3.2 | 0.61
- O=C(CCc1ccc(S(=O)(=O)N2CCOCC2)cc1)N1CCN(Cc2ccc3c(c2)OCO3)CC1
    i | -0.2 | -0.2
- CCCC1/C(=N/O)CC(c2ccccc2)NC1c1ccccc1 (configuration not stated)
    i | -0.6 | -1.24
- CCn1c(SCC(=O)NCc2ccc(C)cc2)nnc1-c1ccncc1
    i | 0.1 | 0.1
- OCc1nn2c(c1Br)NC(c1ccccc1)CC2C(F)(F)F (configuration not stated)
    i | 1.3 | 0.15
- COc1ccccc1CN1CCCC(CNC(=O)c2cccc3ccccc23)C1 (configuration not stated)
    i | -0.6 | -2.9
- COc1cccc(C(=O)NCc2ccco2)c1OC
    i | 0.3 | -0.01
- O=C(CN1C(=O)c2cccnc2Oc2ccc(Cl)cc21)NCCCc1ccccc1
    i | -1.1 | 0.15
- Cn1c(=O)c2c(ncn2CC(=O)Nc2ccc3c(c2)OCO3)n(C)c1=O
    i | 0.7 | 1.81

# Part of the list above in order of SMILES length, ascending:
# Results follow in this order: KCNQ2 block | STK33 inh | Kir21 block
- Nc1cc(C2CCCC2)nn1-c1ccccc1
    i | -0.4 | -1.94
- COc1cccc(C(=O)NCc2ccco2)c1OC
    i | 0.3 | -0.01
- CCOc1ccc(C(=O)N2CCN=C2SC)cc1OCC
    i | 0.8 | 0.46
- CCCC1/C(=N/O)CC(c2ccccc2)NC1c1ccccc1 (configuration not stated)
    i | -0.6 | -1.24
- COC(=O)c1ccc(NC(=S)NC(=O)c2cccnc2)cc1
    i | 0.5 | 0.73
- CCn1c(SCC(=O)NCc2ccc(C)cc2)nnc1-c1ccncc1
    i | 0.1 | 0.1
- COc1ccccc1CN1CCCC(CNC(=O)c2cccc3ccccc23)C1 (configuration not stated)
    i | -0.6 | -2.9
- CCN(CC)c1nc(Nc2ccccc2)nc(Oc2ccc(=O)[nH]n2)n1
    i | 3.2 | 0.61
- O=C(Nc1ccccc1Cc1ccccc1)c1oc2ccccc2c1COc1ccccc1
    i | -1.4 | 2.71
- Cn1c(=O)c2c(ncn2CC(=O)Nc2ccc3c(c2)OCO3)n(C)c1=O
    i | 0.7 | 1.81
- COc1cccc(C2c3c(oc4ccccc4c3=O)C(=O)N2CCCN2CCOCC2)c1 (configuration not stated)
    i | -0.5 | -0.59
- O=C(c1cc(-c2ccco2)on1)N1CCN(C(c2ccccc2)c2ccccc2)CC1
    -7.67* | -1.8 | -1.05
- COc1ccc(CCNC(=O)CSc2nnc(-c3ccco3)c(-c3ccco3)n2)cc1OC
    i | 0.5 | -0.57
- COc1ccc(N2CCN(S(=O)(=O)c3ccc(OC)c(C(=O)N4CCCCC4)c3)CC2)cc1
    i | -0.3 | 0
- O=C(CCc1ccc(S(=O)(=O)N2CCOCC2)cc1)N1CCN(Cc2ccc3c(c2)OCO3)CC1
    i | -0.2 | -0.2

# Assay outcomes as filed in PubChem BioAssay.
